High-throughput results deposited in PubChem by Fisher Drug Discovery Resource Center.
hcGAS lum = inhibitors of human cGAS; inhibition, % at 12.5 µM; recombinant h-cGAS, ATP depletion, Kinase-Glo luminescence; 0.081% of 290,000 active; Q8N884;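 note: 0% = vehicle reaction and 100% = reaction without DNA for no activity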
Target sequence (Q8N884 whole entry, looked up): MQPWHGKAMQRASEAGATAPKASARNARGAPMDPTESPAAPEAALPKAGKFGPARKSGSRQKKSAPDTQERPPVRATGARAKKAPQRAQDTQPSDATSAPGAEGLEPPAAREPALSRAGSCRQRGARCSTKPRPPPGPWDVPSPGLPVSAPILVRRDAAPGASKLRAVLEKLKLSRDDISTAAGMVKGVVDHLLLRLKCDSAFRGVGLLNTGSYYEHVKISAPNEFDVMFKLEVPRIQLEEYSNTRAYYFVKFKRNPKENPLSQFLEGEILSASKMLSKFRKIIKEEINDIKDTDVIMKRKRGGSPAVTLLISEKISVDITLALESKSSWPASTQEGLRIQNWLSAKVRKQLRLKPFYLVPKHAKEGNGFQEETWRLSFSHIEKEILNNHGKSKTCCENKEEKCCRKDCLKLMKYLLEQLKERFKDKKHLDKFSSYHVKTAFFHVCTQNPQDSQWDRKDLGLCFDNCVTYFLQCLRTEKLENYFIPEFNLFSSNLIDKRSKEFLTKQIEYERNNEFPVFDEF
NPYLR7 ag = activates Aedes aegypti NPYLR7 receptor. HEK293T NPYLR7/Galpha15, GCaMP6s calcium fluorescence. 0.15% of 270,000 active. activation, % at 10 µM; in the data active = activation above about 40%;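 note: 0% = vehicle and 100% = reference agonist at the receptor; some compounds past the cut are filed as inactive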
mcGAS inh = blocks mouse cGAS activity; recombinant cGAS, Kinase-Glo ATP depletion luminescence; inhibition, % at 12.5 µM; Q8C6L5; 0.15% of 160,000 active;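 note: 0% = negative control wells and 100% = reference inhibitor with no enzyme activity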
Active calls of the source: *; / = not tested or not shown. Cut-off read from the data, not from the text of the source, unless noted: active = inhibition above about 40%; inactive = the rest.

no.	Molecule	hcGAS lum	NPYLR7 ag	mcGAS inh
1	CCOc1ccc(C(C2Sc3nc(CC)nn3C2=O)N2CCC(O)CC2)cc1 (configuration not stated)	-11	-7	-8
2	O=C(Nc1cccc(C(F)(F)F)c1)C12CC3CC(CC(C3)C1)C2	-10	1	-7
3	CCCN(CC(=O)N(Cc1cccn1Cc1ccccc1Cl)C1CCCCC1)C(=O)C(C)(C)CCl	2	-5	-3
4	Cc1cc(Cl)ccc1OC(C)c1nnc(SCc2ccc3ccccc3n2)o1 (configuration not stated)	-2	-13	/
5	CCc1cn[nH]c1C1CCN(C(=O)c2nnc3nc(C)ccn23)CC1	-4	6	/
6	COc1cc(-c2onc(C)c2C(=O)NCCCN2CCOCC2)cc(OC)c1OC	-4	2	-7
7	COCCNC(=O)c1csc(CSc2nnc(-c3ccco3)n2-c2cc(Cl)ccc2C)n1	0	22	-3
8	COc1ccc(N2CC(CNS(=O)(=O)c3ccc(C)cc3C)OC2=O)cc1 (configuration not stated)	-6	3	/

Brought forward from above: 4 compounds; new compounds follow.
no.	Molecule	hcGAS lum	NPYLR7 ag	mcGAS inh
5	CCc1cn[nH]c1C1CCN(C(=O)c2nnc3nc(C)ccn23)CC1	-4	6	/
6	COc1cc(-c2onc(C)c2C(=O)NCCCN2CCOCC2)cc(OC)c1OC	-4	2	-7
7	COCCNC(=O)c1csc(CSc2nnc(-c3ccco3)n2-c2cc(Cl)ccc2C)n1	0	22	-3
8	COc1ccc(N2CC(CNS(=O)(=O)c3ccc(C)cc3C)OC2=O)cc1 (configuration not stated)	-6	3	/
9	O=C(c1cc(F)cc(C(F)(F)F)c1)N1CCN(c2nccc(-c3ccc(Oc4ccccc4)cc3)n2)CC1	-3	14	-6
10	O=C(c1cccc2cc[nH]c12)N1CCc2ccccc2C1c1ccc(F)cc1 (configuration not stated)	3	-3	2
11	Cc1nc2ncnn2c(N2CCN(C(=O)c3ccc4nonc4c3)CC2)c1Cc1ccccc1	-3	31	-6
12	CN1C[C@@H]2CC[C@H](CC1=O)N2C(=O)Cc1c[nH]c(=O)n(C)c1=O	-4	0	-21
13	COC(=O)CCCCC(=O)N1CCC(n2c(=O)oc3ccc(F)cc32)CC1	-10	3	-10
14	CCOC(=O)C1CCN(CC(=O)N2N=C(c3ccc(OC)c(OC)c3)CC2c2ccccc2OC)CC1 (configuration not stated)	-8	13	-7
15	Cc1ccc(S(=O)(=O)Nc2cc(-c3ccccc3)nn2C2CCS(=O)(=O)C2)cc1C (configuration not stated)	-3	-1	-5
16	C=c1ccn2c(=O)c(=CC3CC=CCC3)c(N)nc2c1 (configuration not stated)	-2	-2	-4
17	CCN(C(=O)CN1C(=O)NC2(CCC(C)CC2)C1=O)C1CCCCC1 (configuration not stated)	-4	10	/
18	Cc1cccc(CS(=O)Cc2coc(-c3ccccc3Cl)n2)c1 (configuration not stated)	-6	6	-17
19	CCCCCNC1=NCC(c2ccccc2)S1 (configuration not stated)	-6	8	/
20	Cc1ccc(-n2nc(C(C)(C)C)cc2NC(=O)Nc2ccccc2C(F)(F)F)cc1	-8	15	-4
21	Cc1cc(C)n(Cc2ccc(NS(=O)(=O)NCc3ccccc3)cc2)n1	5	-2	/
22	CC(=O)Nc1cccc(NC(=O)CSc2nc(=O)n(CCO)c3c2CCCC3)c1	-6	-3	-12
23	CNc1cncc(-c2cccc(F)c2)n1	0	0	/
24	Cc1ccnc(CC(C)N(C)C(=O)CCc2ccc(F)c(F)c2)c1 (configuration not stated)	-4	8	/
25	CCN(CC)c1ccc(/C=N\NC(=O)COc2nc(C)cc(COC)c2C#N)cc1	2	-5	1
26	C=C(C)Cn1c(SCC(=O)CC(=O)OCC)nc2sc3c(c2c1=O)CCC3	-5	5	-5
27	COc1ccccc1Oc1cc(N2CCOCC2)ncn1	-3	/	-9
28	O=C(Nc1ccccc1Cl)c1cn(CC2CCCO2)cc2c(=O)n(-c3ccccc3)nc1-2 (configuration not stated)	2	12	-2
29	CCOC(=O)c1ccc(NC(=O)COc2coc(CN3CCc4ccccc43)cc2=O)cc1	-4	1	-8
30	Cc1cccc(C(=O)NC(C(=O)N2CCOCC2)C2CCN(C(=O)c3cccs3)CC2)c1 (configuration not stated)	-1	-4	-2
31	CCc1cccc2sc(N(CCCn3ccnc3)C(=O)c3ccco3)nc12	-6	-12	-8
32	N#Cc1ccc(C=CC(=O)c2ccc3c(c2)OCCO3)cc1	1	-16	/

Compounds above that contain a thiophene ring, fused or not:
no.	Molecule	hcGAS lum	NPYLR7 ag	mcGAS inh
26	C=C(C)Cn1c(SCC(=O)CC(=O)OCC)nc2sc3c(c2c1=O)CCC3	-5	5	-5
30	Cc1cccc(C(=O)NC(C(=O)N2CCOCC2)C2CCN(C(=O)c3cccs3)CC2)c1 (configuration not stated)	-1	-4	-2

As entered above:
#27 in mcGAS inh is listed with -9
#29 in NPYLR7 ag is listed with 1

(next part)
no.	Molecule	hcGAS lum	NPYLR7 ag	mcGAS inh
33	O=C(CSc1ccccc1)Nc1nnc(SCc2cc(F)ccc2F)s1	-5	37	-6
34	CN(CC(=O)NC(C)(C)C)c1ncnc2scc(-c3ccc(Cl)cc3)c12	-6	-10	2
35	Nc1nonc1-c1noc(Cc2ccccc2)n1	-4	1	-5
36	CCC(C)Nc1nc(C)nc2sc(C)cc12 (configuration not stated)	2	6	/
37	CC1(C(=O)NS(=O)(=O)c2cccc(OC(F)F)c2)CCN1C(=O)Cc1ccsc1 (configuration not stated)	-6	0	/
38	CC(C)n1cc(CN(Cc2ccc(F)cc2)CC2CCCO2)cn1 (configuration not stated)	-4	-7	-13
39	Cc1cc(N2CCCC2)nc(SCc2ccc(C(=O)NCCN3CCOCC3)cc2)n1	-5	/	-5
40	COc1ccc(Cl)c2sc(N(CCCN(C)C)C(=O)c3ccn(C)n3)nc12	-11	/	-5

Single records, as listed above.
Shown for C=C(C)Cn1c(SCC(=O)CC(=O)OCC)nc2sc3c(c2c1=O)CCC3 → hcGAS lum: -5; NPYLR7 ag: 5; mcGAS inh: -5
Shown for CCC(C)Nc1nc(C)nc2sc(C)cc12 (configuration not stated) → hcGAS lum: 2; NPYLR7 ag: 6; mcGAS inh: /

(next part)
no.	Molecule	hcGAS lum	NPYLR7 ag	mcGAS inh
41	CC(=O)Nc1cccc(-n2nnnc2SC2CCCc3ccccc32)c1 (configuration not stated)	-2	12	/
42	CC(C)CN(Cc1ccsc1)C(=O)c1coc(CN2CCOCC2)c1	-7	/	-12
43	O=C(Cc1csc(-c2cccs2)n1)Nc1ccc(NS(=O)(=O)c2ccc(F)cc2)cc1	-12	0	/
44	CC(C)C1=NOC(c2nc(C3CC3)nn2-c2ccc3c(c2)OCCO3)C1 (configuration not stated)	-9	1	/
45	COc1ccc(OC)c(-c2nc(CN(C)Cc3c(C)noc3C)c(C)o2)c1	-4	-8	0
46	CCNC(=O)N(Cc1ccco1)Cc1cc(NC(=O)COC)ccc1N(C)C	-9	32	-5
47	CCOC(=O)c1cnc(SCC(=O)NC(CC)CC)nc1N	-20	9	-5
48	CC(C)c1nccc(C(=O)NCc2cccnc2N2CCN(C)CC2)n1	1	-2	/
49	Cc1nc2ccc(Cl)cn2c(=O)c1NC(=O)c1c(F)cccc1F	-16	4	/
50	C/C(=N\NC(=O)c1cc(-c2cccc([N+](=O)[O-])c2)n[nH]1)c1ccncc1	0	2	/
51	OC[C@H]1CCN(Cc2c(Cl)cncc2Cl)C[C@@H]1O	-7	8	/
52	CC1CCc2c(sc(NC(=O)COc3cccc4ccccc34)c2C#N)C1 (configuration not stated)	0	-6	/
53	CC(=O)c1ccc(C(=O)N2C[C@H]3CC=C(C)C[C@H]3C2)cc1	-7	0	-10
54	N#Cc1ccc(CN(Cc2ccc(C#N)cc2)S(=O)(=O)c2ccc3c(c2)OCCO3)cc1	-3	4	-4
55	Nc1ccc(-c2nc3c(Br)cc(N)cc3[nH]2)cc1	-5	-5	-2
56	O=C(Nc1ccc(OC(F)F)cc1)c1sccc1S(=O)(=O)N1CCOCC1	-2	11	/
57	COCCNC(=O)CN(C)Cc1coc(-c2ccccc2)n1	-2	3	/
58	O=c1c2cc3c(=O)n(-c4ccccn4)ccc3nc2ccn1CCO	-3	2	/
59	CCCOCc1ccccc1CNC(=O)N1CC2C3CCC(O3)C2C1 (configuration not stated)	-8	-1	/
60	CCN(C(=O)CNc1ccc(C#N)cc1)c1ccccc1	-5	1	/
61	N#CC1(NC(=O)COc2ccc(Cl)cc2Cl)CCCC1	-8	-8	/
62	O=C(Nc1ccc(N2CCC(Cc3ccccc3)CC2)c(C(=O)NCc2cccnc2)c1)c1ccc(Cl)cc1Cl	-4	1	-5
63	CC(C)c1noc(-c2ccc(N(C)C3CCOCC3)nc2)n1	-3	25	/
64	Cc1ccc(CCNC(=O)c2csc(COC(=O)c3ccccc3)n2)cc1	-5	-6	-7
65	COc1cc(OC)c(OC)cc1C=NNC(=S)NCC1CCCO1 (configuration not stated)	-8	2	-7
66	CCOC(=O)c1cc(C(C)(C)C)n(C2CCN(C(=O)Cc3cccc(F)c3)CC2)n1	-1	2	-4
67	COC(=O)c1c(C)[nH]c(C(=O)OCC(=O)N(C)C)c1C	-2	-6	/
68	CC(C)NC(=O)CSc1nc2c(-c3ccccc3)c[nH]c2c(=O)n1C1CC1	-5	0	-6
69	O=C(CSc1nc2ccccc2[nH]1)N1CCCCCCC1	-1	-5	-8
70	CC(C)c1nn(CC(=O)Nc2ccccc2)c(=O)c2c1cnn2-c1ccccc1	-4	6	/
71	NCCS(=O)O	-6	-2	-5
72	C=CCN(CC(=O)N1CCc2sccc2C1c1ccc(Cl)cc1Cl)S(=O)(=O)c1ccc(F)cc1 (configuration not stated)	-6	8	-4
73	CC(=O)c1ccc(NC(=O)c2c(-c3ccccc3)noc2C)cc1	-5	1	/
74	FC(F)(F)CCc1ccnc(NCc2cc(-c3ccco3)on2)n1	-2	1	/
75	CC(C)(C)c1cn2nc(N3CCC4C(CCC(=O)N4C4CC4)C3)sc2n1 (configuration not stated)	-12	-3	-11
76	O=C(NC(c1cccnc1)C(F)(F)F)c1ccc2oc(CCCc3ccccc3)nc2c1 (configuration not stated)	1	-3	-6
77	Cc1ccc(CN2CC(O)CN(S(=O)(=O)c3ccc(C)cc3)CC2=O)cc1 (configuration not stated)	1	25	-4
78	CN(CCCN1CCOCC1)C(=O)c1cc(COc2cncc(Cl)c2)on1	-13	0	/
79	Cc1ccc(NC(=O)CCN2C(=O)c3ccccc3C2=O)c(Br)c1	3	6	-1
80	O=C(CC1C(=O)NCCN1Cc1cccc(F)c1F)NCCn1ccc2ccccc21 (configuration not stated)	-2	8	/
81	CC(Sc1nc2c3ccccc3ncn2n1)C(=O)NC(C)(C)C (configuration not stated)	-6	10	/
82	Cc1nn(C)c(C)c1NC(=O)COc1ccc(F)cc1Cl	-13	5	-7
83	O=C(NCc1ccc(Cl)cc1)NNC(=O)c1cccn(Cc2cccc(F)c2)c1=O	-6	5	/
84	COc1ccc(C(=O)N(Cc2ccccc2)C2CCC(NC(=O)C3CCN(C(=O)c4ccc(Cl)cc4)CC3)CC2)cc1 (configuration not stated)	-6	3	-8
85	CCCCCCCCCC(=O)NC1CC2CCC(C1)N2Cc1ccc(OC)cc1OC (configuration not stated)	-4	4	-3
86	Cc1cc(C)cc(S(=O)(=O)NCCn2nc(-c3ccc(Cl)cc3)ccc2=O)c1	-7	-3	-6
87	CC(C)(C)C(=O)OCOC(=O)[C@@H]1N2C(=O)[C@@H](N=CN3CCCCCC3)[C@H]2SC1(C)C	-3	5	/
88	Cc1cn2cc(CNC(=O)C3CCC(=O)N(CCN4CCOCC4)C3)nc2s1 (configuration not stated)	1	/	-3
89	Cc1cc(Oc2ccc(Cl)c(C)c2)nc(SCc2ccccc2C)n1	-4	-1	-4
90	COCC1CN(C(=O)c2ocnc2C)CC12CCNCC2 (configuration not stated)	-7	/	-5
91	Cc1ccc(C(=O)Nc2ccc(N3CCN(C(=O)c4cccc(F)c4F)CC3)nc2)cc1	-1	21	-7
92	CCOC(=O)c1ccc(N(CN2C(=O)c3ccc(Br)cc3C2=O)C(C)=O)cc1	-2	-12	-6
93	CN(C)CC1(O)CCN(C(=O)CCc2c[nH]c3ccccc23)C1 (configuration not stated)	-6	15	/
94	CC(=O)c1c(C)oc2ccc(N(C(=O)c3ccncc3)S(=O)(=O)c3cc(C)c(C)cc3C)cc12	-3	2	/
95	Cc1n[nH]c(C)c1CNC(=O)C1(N(C)Cc2ccccc2)Cc2ccccc2C1	-3	2	/
96	O=C(NCc1ccc(F)cc1)c1nnc(Cn2ccnc2)s1	-5	-5	/

Next compounds follow:
no.	Molecule	hcGAS lum	NPYLR7 ag	mcGAS inh
97	Cc1cccc(-n2ccnc2CN2CCCC(Nc3ccc4c(c3)OCO4)C2)c1 (configuration not stated)	4	5	-2
98	CC(C)c1nccn1C(C)C(=O)N(C)Cc1n[nH]c2c1CCCCC2 (configuration not stated)	-1	6	/
99	Cc1ccc(OCC(=O)c2ccc3c(c2)N(C(C)C(=O)O)C(=O)CO3)c(C)c1 (configuration not stated)	2	8	/
100	CC1(C)[C@]2(C(=O)NCc3ccccc3-n3ccnc3)CC[C@@]1(C)OC2=O	-5	-1	-11
